Bioassay records deposited in PubChem BioAssay by Broad Institute.
ARNT-TACC3 inh = ARNT/TACC3 interaction disruption | Q9Y6A5 | AlphaScreen His-ARNT PAS-B/GST-TACC3 binding, luminescence; TACC3 fragment carries E629A point mutation | inhibition, % at 9.99 µM | actives 0.66% (n = 390,000) | AID 623870;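 active = mean inhibition of replicates at least 50% and at least half of replicates each reaching 50%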;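 note: 0% = complete ARNT plus TACC3 wells and 100% = ARNT alone without TACC3; many hits fall short of the cut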
INS-1E GSIS act = primary screen for activators of insulin secretion dependent on glucose, INS-1E cells, GLuc reporter luminescence | INS-1E GLuc reporter insulin secretion, 2-3 h | activation, % at 16.6 µM | actives 0.61% (n = 370,000) | AID 743287;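 active = lowest replicate activation of at least 40%, so every replicate reaches that level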;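 note: 0% = median of neutral control wells and 100% = median of IBMX positive control wells; some compounds called inactive have numbers as strong as hits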
CFTR F508del cor = CFTR F508del correction in bronchial cells. CFBE cells, YFP halide quenching; stimulated with forskolin plus potentiator P3; % fluorescence drop versus neutral controls. activity (quench increase), % at 7.58 µM. actives 0.36% (n = 350,000). AID 720511;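 active = mean added fluorescence quench of at least 8% versus neutral control, with both replicates also reaching 8%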;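 note: cells transiently co-express mutant CFTR-F508del with the halide-sensitive YFP; corrector assay measuring rescue of mutant channel to the surface after 24 h compound exposure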
RAD54 inh = RAD54 (human) branch migration inhibition; Q92698; inhibition, % at 10.4 µM; RAD54 Holliday junction branch migration, FAM/BHQ fluorescence; AID 602329; actives 0.14% (n = 360,000);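 active = mean normalized replicate activity at least 40 and at least half of replicates scoring 40 or more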;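 note: 0% = median of neutral control wells and 100% = median of positive control wells; inhibitors cause a drop in the FAM fluorescence signal; in these data hits start at about 50%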
esBAF inh = SWI/SNF esBAF complex inhibition; mouse ES cells, Bmi1-luciferase knock-in reporter, 24 h; 100% = twice the neutral-well signal; reporter increase, % at 12.5 µM; actives 2% (n = 350,000); AID 602393; in the data active = activation above about 40%;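 note: 0% = median of the plate's neutral control wells and 100% = double that signal; a rise in the Bmi1 reporter signal indicates esBAF inhibition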
Xi reactivation = reactivates the inactive X chromosome in mouse fibroblasts. XiGFP mouse fibroblasts, % GFP-positive cells imaging, 3 d; cells co-treated with 5-aza-dC sensitizer; scaled so ellipticine positive control = 100%. activation, % at 7.58 µM. actives 0.055% (n = 360,000);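 active = mean normalized replicate activation at least 10% and every replicate at or above 10%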;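 note: 0% = median of on-plate neutral control wells and 100% = ellipticine 6 µM median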
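material = 68-5-11 XiGFP fibroblast line | medium = DMEM plus 5-aza-dC sensitizer | schedule = 3 days compound exposure | benchmarks = positive control ellipticine, 6 µM final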
ERAP1 inh = inhibitors of human ERAP1 aminopeptidase; Q9NZ08; recombinant ERAP1, Leu-AMC fluorescence, 60 min; inhibition, % at 10.7 µM; actives 0.15% (n = 340,000); AID 652197;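 active = mean replicate inhibition of at least 30%, or all replicates individually reaching that 30% level; inactive = mean below 30% and not every replicate reaching it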;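 note: 0% = neutral control wells and 100% = L-leucinethiol positive control wells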
Target sequence (Q9NZ08 whole entry, looked up): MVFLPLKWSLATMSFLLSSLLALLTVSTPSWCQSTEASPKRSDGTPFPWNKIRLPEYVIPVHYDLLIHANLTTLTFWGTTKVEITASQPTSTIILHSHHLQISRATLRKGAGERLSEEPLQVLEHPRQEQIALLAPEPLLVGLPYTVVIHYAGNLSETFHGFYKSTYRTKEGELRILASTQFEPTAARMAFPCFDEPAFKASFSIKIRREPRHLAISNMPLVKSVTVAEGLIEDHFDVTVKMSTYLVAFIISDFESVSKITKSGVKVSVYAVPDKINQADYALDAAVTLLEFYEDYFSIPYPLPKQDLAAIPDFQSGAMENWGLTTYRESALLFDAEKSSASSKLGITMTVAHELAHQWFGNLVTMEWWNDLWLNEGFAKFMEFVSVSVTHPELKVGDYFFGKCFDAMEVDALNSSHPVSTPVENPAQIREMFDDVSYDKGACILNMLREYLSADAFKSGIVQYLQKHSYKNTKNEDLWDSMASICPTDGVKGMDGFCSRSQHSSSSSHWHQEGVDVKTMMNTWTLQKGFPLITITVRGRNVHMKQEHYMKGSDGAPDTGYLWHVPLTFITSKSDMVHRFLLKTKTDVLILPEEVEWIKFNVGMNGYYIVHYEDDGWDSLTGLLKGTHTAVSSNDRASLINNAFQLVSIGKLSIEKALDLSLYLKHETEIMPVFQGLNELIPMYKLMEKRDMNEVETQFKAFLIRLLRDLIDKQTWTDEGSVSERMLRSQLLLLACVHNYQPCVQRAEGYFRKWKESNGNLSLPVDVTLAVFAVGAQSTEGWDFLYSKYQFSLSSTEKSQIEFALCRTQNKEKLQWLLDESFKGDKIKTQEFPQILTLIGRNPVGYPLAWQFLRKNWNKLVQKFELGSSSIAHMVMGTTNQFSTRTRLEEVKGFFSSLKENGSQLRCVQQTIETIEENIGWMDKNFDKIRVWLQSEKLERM
RAD52 anneal inh = blocks human RAD52 DNA annealing. P43351. recombinant RAD52 DNA annealing, FRET fluorescence. inhibition, % at 18.7 µM. actives 0.46% (n = 360,000);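 active = every replicate showing at least 50% inhibition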
Starred values were filed as active, the others as inactive; . = no result given; & = joins results of further samples. Compounds as they come. Share with any hit: about 3.3%.

entry | mol | INS-1E GSIS act | esBAF inh | RAD54 inh | ERAP1 inh | ARNT-TACC3 inh | CFTR F508del cor | RAD52 anneal inh | Xi reactivation
1 | CSC(=CC(=O)c1ccccc1)SC | 13 | 6 | 9 | 3 | -3 | . | -1 | .
2 | CN1CCN(c2ccc(Cl)cc2NC(=O)c2ccc(=O)n(C)n2)CC1 | -1 | -2 | 4 | 5 | 4 | 4.2 | 3 | 0.0
3 | COc1ccc(C(=O)C(CN2CCOCC2)c2ccccc2)cc1 (stereo not given) | -12 | 4 | -3 | 0 | 2 | -7.7 | -9 | .
4 | Cc1cc(Sc2nc(N)ncc2[N+](=O)[O-])ncn1 | -1 | -2 | . | 0 | 16 | . | -4 | 0.5
5 | CCCNC(=O)N1[C@H](C#N)[C@H](c2ccc(C#Cc3ccc(F)cc3)cc2)[C@H]1CO | 5 | -56 | 2 | 1 | 1 | 2.9 | -57 | -0.1
6 | COc1ccc(C(=O)Nc2cccc(S(C)(=O)=O)c2)cc1OC | 17 | . | -10 | -1 | -6 | 1.0 | -9 | 0.1
7 | C[C@@H]1CCCCO[C@@H](CN(C)C(=O)c2ccncc2)[C@H](C)CN([C@H](C)CO)C(=O)c2cc(NS(=O)(=O)c3ccc(Cl)cc3)ccc2O1 | -13 | 2 | -7 | -1 | -9 | -1.1 | 9 | 0.2
8 | COc1ccc(CCNC(=O)[C@@]2(Sc3ccc(C)cc3)CC(=O)N(C3CCCCC3)[C@@H]2c2ccc(CO)cc2I)cc1 | . | . | -6 | 2 | -5 | -1.6 | 15 | .
9 | Cc1ccc(-c2c(C)n([O-])c3c([n+]2=O)CCCC3)cc1 | 11 | . | . | -5 | -3 | 1.3 | -3 | 0.0
10 | C[C@@H]1CN([C@H](C)CO)C(=O)c2cccc(NC(=O)c3cnccn3)c2O[C@H]1CN(C)Cc1ccccc1 | -5 | -3 | -1 | -1 | . | 3.0 | 3 | 0.0
11 | O=C(N/N=C/C1CC2CCC1C2)c1c[nH]c2ccccc12 (stereo not given) | -5 | . | . | 11 | 14 | 1.5 | -18 | 0.1
12 | CN(C(=O)CSc1nncn1C)C1CCCN(Cc2ccccc2F)C1 (stereo not given) | -7 | . | -1 | -1 | -4 | 0.6 | -15 | 0.2
13 | COc1ccc(NC(=O)Nc2ccc3c(c2)CC(=O)N([C@H](C)CO)C[C@@H](C)[C@@H](CN(C)C(=O)NC2CCCCC2)O3)cc1 | 23 | -1 | . | . | . | 1.2 | . | -0.4
14 | Cc1ccc(CNC(=O)C2CCCN(S(=O)(=O)c3cnc[nH]3)C2)cc1 (stereo not given) | 9 | -5 | 4 | 0 | -12 | 3.8 | -6 | 0.0
15 | COCCN(C(=S)Nc1ccccc1C)C(C)c1cccnc1 (stereo not given) | 7 | . | 2 | . | -4 | . | . | -0.1
16 | COc1ccc(N2CCN(C(=O)C3(S(=O)(=O)c4ccc(C)cc4)CC3)CC2)cc1 | 0 | 4 | 6 | 2 | . | 1.0 | -8 | 0.1
17 | CCn1c(=O)n(CC)c2cc(N3CCCC3)c(NC(=O)c3ccc(F)cc3)cc21 | -4 | 1 | 2 | 1 | 1 | -1.3 | -10 | 0.3
18 | C[C@@H](O)C#Cc1ccc([C@@H]2[C@@H](CO)N3CCCCN(CC4CC4)C[C@H]23)cc1 | 13 | 1 | -6 | 0 | 0 | 0.6 | -1 | 0.1
19 | Cc1ccc(CN2CCC(C(=O)c3ccc(F)cc3)CC2)cc1 | . | -6 | -8 | -1 | . | 2.5 | -37 | 0.5
20 | COc1ccc2oc(C(=O)OCc3c(C)noc3C)c(C)c2c1 | 63 | . | . | 0 | -2 | . | -3 | 0.0
21 | COc1ccc(CN2CCC(n3nccc3NC(=O)CCCc3ccccc3)CC2)cc1C | -18 | -9 | -2 | -1 | 4 | 1.6 | -7 | 0.3
22 | O=C(Nc1ccc(N2CCCCC2)cc1)c1ccc2ccccc2n1 | 5 | 34 | 1 | -3 | -1 | 0.2 | -15 | 0.0
23 | C[C@H](CO)N1C[C@H](C)[C@H](CN(C)Cc2ccc3c(c2)OCO3)OCCCC[C@H](C)Oc2ccc(NS(=O)(=O)c3cn(C)cn3)cc2C1=O | 17 | -6 | 4 | . | -3 | 5.0 | . | 0.1
24 | COc1ccc(Cn2cc(CN3CC(N4CCN(C)CC4)CS3(=O)=O)nn2)cc1 (stereo not given) | 4 | . | . | 1 | . | -1.3 | -15 | -0.1
25 | CCOC(=O)C1=C(C)N(C)C(=S)NC1c1cc(OC)ccc1OC (stereo not given) | -1 | . | . | 2 | 9 | 0.4 | -11 | 0.4
26 | COCC(=O)Nc1ccc2c(c1)C(=O)N(C)[C@H]1CC[C@H](CC(=O)Nc3cn(C)nc3C)O[C@H]1CO2 | -2 | 0 | -5 | . | 4 | 2.5 | . | 0.1
27 | CC(=O)NC[C@@H]1[C@@H](c2ccc(C3=CCCC3)cc2)[C@@H](CO)N1C(=O)NC(C)C | 1 | 6 | 1 | . | -8 | 0.6 | . | 0.0
28 | O=C(O)CC1COc2ccccc2N1S(=O)(=O)c1ccc(Br)cc1 (stereo not given) | 3 | -4 | -8 | -4 | -14 | 0.4 | -6 | 0.2
29 | S=c1nc[nH]c2c1cnn2Cc1ccccc1 | 5 | 9 | -12 | -2 | 6 | -5.9 | -23 | 0.0
30 | CCO[C@H]1OC(C(=O)NCc2nc3ccccc3[nH]2)=C[C@@H](C2CCCCC2)[C@@H]1CCCO | -33 | 1 | 10 | -1 | -3 | -2.1 | -20 | 0.1
31 | CC(=O)Nc1cccc(OCCCNS(=O)(=O)c2ccc(F)cc2)c1 | -3 | 2 | . | 0 | -7 | -0.2 | -7 | -0.1
32 | Cc1c(NC(=S)NC(=O)C(C)(C)C)cccc1[N+](=O)[O-] | -3 | 10 | -1 | 0 | -1 | 0.8 | -13 | -0.1
33 | CCOC(=O)Nc1cc(NC(=O)OCC)c(C)nc1C | 3 | . | . | . | -4 | -1.3 | -4 | 0.0
34 | CC(Cc1c[nH]c2ccccc12)C(=O)NCc1ccco1 (stereo not given) | -3 | 2 | 5 | 2 | -6 | . | -3 | 0.5
35 | OC[C@@H]1[C@@H](c2ccc(-c3ccccc3F)cc2)[C@H]2CN(Cc3cncnc3)CCCCN12 | 13 | -4 | -11 | 1 | 13 | 0.6 | 22 | 0.1
36 | O=C(CCS(=O)(=O)c1ccccc1)Nc1nc2c(s1)COc1ccccc1-2 | -50 | -5 | 0 | 0 | 3 | -2.9 | -46 | 0.1
37 | O=C(NCc1ccccc1)C1=C[C@@H](c2ccc(Br)cc2)C[C@@H](OCc2ccc(CO)cc2)O1 | . | -1 | 1&-11 | -1&0 | 4&-7 | 1.6&1.6 | 4&-81 | 0.0
38 | COc1ccc(C(=O)Nc2nnc(Cc3cccs3)s2)cc1OC | 4 | -12 | 1 | . | -3 | . | . | .
39 | CCOc1cccc(=O)c2c(C)n(-c3ccc(C(=O)O)cc3)c(C)c12 | 10 | -2 | -12 | 2 | -3 | -0.7 | -126 | 0.0
40 | COc1ccc(Cn2c(=O)[nH]c3cc(C(=O)N4CCN(c5ccccc5F)CC4)ccc3c2=O)cc1 | . | 4 | -7 | -3 | -7 | -1.4 | 1 | 0.0
41 | Cc1cc(S(=O)(=O)N2CCN(c3ccccn3)CC2)ccc1F | 12 | -6 | 3 | -3 | -6 | -2.5 | -15 | 0.2
42 | COc1cc2cc(CCOC(=O)c3ccc(C#N)cc3)oc(=O)c2cc1OC | -9 | 7 | 3 | 1 | -6 | 3.4 | -3 | -0.1
43 | CCn1nc(C)c(CN2CCC(Oc3ccc(C(=O)N4CCCC4)cc3)CC2)c1C | -4 | 14 | 2 | -5 | -5 | 2.7 | -9 | 0.0
44 | COc1ccccc1-c1ccc2c(c1)O[C@H](CN(C)CC1CCOCC1)[C@@H](C)CN([C@@H](C)CO)S2(=O)=O | -1 | 1 | -5 | 1 | -3 | -2.3 | 21 | 0.2
45 | CC(C)(C)OC(=O)N1CCC(c2c(C(=O)NCC3CCN(C4CCCC4)C3)cnn2-c2ccccc2)CC1 (stereo not given) | -10 | -6 | -12 | 1 | 2 | 1.3 | -2 | 0.0
46 | CCCNC(=O)C[C@@H]1CC[C@H]2[C@@H](COc3ccc(NC(=O)C4CCOCC4)cc3C(=O)N2C)O1 | 11 | -2 | -1 | -4 | -7 | 1.4 | 6 | 0.3
47 | CCc1c(O)nc(SCC(=O)Nc2ccc(Cl)cc2)n(-c2ccccc2)c1=O | -20 | 16 | 7 | 3 | . | 3.2 | -32 | 0.0
48 | Cc1cccc(C(=O)Oc2c(Br)cc(Br)cc2/C=N/NC(=O)c2ccncc2)c1 | 10 | -10 | 8 | 1 | . | 6.1 | -12 | 0.3
49 | COc1ccc(S(=O)(=O)Nc2ccc3c(c2)C(=O)N([C@@H](C)CO)C[C@H](C)[C@H](CN(C)C(=O)Nc2c(C)noc2C)OCCCC[C@H](C)O3)cc1 | -17 | -6 | -1 | 0 | -3 | 0.6 | -21 | -0.1
50 | C=CCn1c2ccccc2c2nn(C)c(=S)nc21 | 28 | -9 | 2 | 0 | 1 | 0.1 | -7 | 0.0

(cont.)
entry | mol | INS-1E GSIS act | esBAF inh | RAD54 inh | ERAP1 inh | ARNT-TACC3 inh | CFTR F508del cor | RAD52 anneal inh | Xi reactivation
51 | C[C@H](CO)N1C[C@H](C)[C@@H](CN(C)C(=O)c2ccc(F)cc2)Oc2cc(-c3cccc(C#N)c3)ccc2S1(=O)=O | -22 | 5 | -23 | 0 | 1 | -3.3 | 4 | -1.1
52 | CC(C)(C)c1ccc(C(=O)CSc2n[nH]c(=O)[nH]c2=O)cc1 | -14 | 11 | 14 | . | -5 | . | . | .
53 | O=C(Nc1cccc(Br)c1)c1ccccc1-c1ccccc1 | -2 | -10 | 1 | . | -5 | . | . | 0.0
54 | O=S(=O)(c1ccc(F)cc1)N1CCCCN2[C@H](CO)[C@H](c3ccc(C#CC4CCCC4)cc3)[C@@H]2C1 | . | . | 5 | 2 | 16 | 0.9 | 13 | .
55 | C/C=C/c1ccc2c(c1)O[C@@H](CN(C)C(=O)c1ccccc1F)[C@@H](C)CN([C@H](C)CO)S2(=O)=O | -7 | 2 | -7 | -1 | -2 | -1.7 | 2 | -1.0
56 | COc1ccc(N2CCN(C(=O)Oc3ccc([N+](=O)[O-])cc3)CC2)cc1 | -13 | . | . | . | . | -4.0 | -8 | 0.2
57 | Cc1ccc(N(CC(=O)N2CCOCC2)S(C)(=O)=O)cc1Cl | 6 | -3 | -5 | -5 | -4 | -0.7 | -3 | 0.2
58 | O=C(CN1CCOCC1)Nc1cccc([N+](=O)[O-])c1 | -11 | -3 | -6 | . | 2 | -2.5 | -25 | 0.3
59 | S=c1[nH]nc(-c2cc(-c3ccco3)[nH]n2)n1-c1ccccc1Cl | 12 | -8 | -5 | . | 2 | . | . | .
60 | c1ccc2c(c1)OCCc1c-2[nH]c2ccccc12 | -12 | 10 | 1 | 1 | -5 | -2.8 | -6 | 0.0
61 | O=C(COC(=O)c1cccc(C(F)(F)F)c1)NC(=O)NC1CCCC1 | -4 | 4 | -6 | 4 | -5 | -4.6 | -14 | 0.0
62 | N#Cc1ccccc1OCC(=O)OCC(=O)NC1CCS(=O)(=O)C1 (stereo not given) | 9 | -6 | 0 | 0 | 7 | 1.1 | -7 | -0.1

Individual results from the list:
Value of O=C(COC(=O)c1cccc(C(F)(F)F)c1)NC(=O)NC1CCCC1 in esBAF inh: 4
Value of COc1ccc(N2CCN(C(=O)Oc3ccc([N+](=O)[O-])cc3)CC2)cc1 in RAD52 anneal inh: -8
